Source: PubChem BioAssay
AID2073 – disruptors of CaV2.2 binding to Mint1 – biochemical, HTRF (AID 2073). HTRF protein-protein interaction, Mint1-CaV2.2; higher % means a stronger effect. inhibition, % at 20 µM; hits with a dose series show IC50 in µM. 290,000 compounds, 0.19% hits; in the data active = inhibition mostly above about 51%, no sharp cut-off; also: some results filed as inactive read as strong as hits
HIV peptide binding – inhibitors of HIV fusion peptide binding, primary screen, biochemical, uHTS, fluorescence dequenching (AID 1986). one-dose inhibition, % at 20 µM; IC50 in µM for titrated hits. 290,000 compounds, 0.3% hits. cell-free peptide binding, fluorescence dequenching, 30 min; higher % means a stronger effect; in the data active = inhibition mostly above about 52%, no sharp cut-off; inactive = mostly below about 76%; also: some results filed as inactive read as strong as hits
An asterisk follows results filed as active. These rows are one share of the data (hit frequency here may not be typical).

SMILES	AID2073	HIV peptide binding
COc1ccc(C(=O)NCCNc2ccc([N+](=O)[O-])cc2)cc1OC	7%	0.2%
CC(=O)N1c2ccc(S(=O)(=O)N3CCC(C(=O)NC4CCCCC4)CC3)cc2CC1C (centres undefined)	37%	1.4%
CCOc1cc(/C=N/NC(=O)C(OC)c2ccccc2)ccc1O (centres undefined)	-4%	-2.4%
COc1ccc(/C=C2\SC(N3CCCCC3)=NC2=O)cc1	4%	-0.1%
NC(=O)c1ccccc1OCC(=O)N1CCCc2ccccc21	3%	-1.8%
CC(C)N(C(=O)c1nn(C)c2c1CSc1ccccc1-2)C1CCCCC1	4%	2.1%
CCN(CC)S(=O)(=O)c1ccc2c(c1)NC(=O)C1CCCN21 (centres undefined)	8%	-2.5%
CCOc1ccccc1N(CC(=O)Nc1ccccc1)S(=O)(=O)c1ccccc1	5%	0.9%
CCOc1ccc(CCNC(=O)COC(=O)c2ccc(C)c([N+](=O)[O-])c2)cc1OCC	6%	-1.8%
CCC(C(=O)N1CCC(N2CCCCC2)CC1)n1nc(C)c2sc3ccccc3c2c1=O (centres undefined)	-2%	-0.9%
COc1ccc(N(C)C(=O)C2CCN(S(=O)(=O)c3cccc4nsnc34)CC2)cc1	15%	-2.4%
O=C(NCCS(=O)(=O)N1CCN(c2ccccc2F)CC1)C1CC(=O)N(c2ccc(F)cc2)C1 (centres undefined)	22%	2.0%
COc1ccc(OC)c(Nc2ncnc3sccc23)c1	10%	-1.7%
COCCCC1CCN(C(=O)C2CCC(=O)N(CCc3cccc(F)c3)C2)CC1 (centres undefined)	6%	-1.3%
Cc1nn(Cc2noc(C(=O)NCc3ccc4c(c3)OCO4)n2)c(C)c1Br	32%	-1.7%
CC(=O)Nc1ccc(NC(=O)c2cc(=O)c3cc(C)c(C)cc3o2)cc1	49%	0.9%
CC(=O)Nc1cccc(NC(=O)COc2ccc3c(c2)OCO3)c1	3%	-1.1%
O=C(CN1C2CCCC1CC(NC(=O)C1CCCCC1)C2)Nc1ccccc1C(F)(F)F (centres undefined)	10%	0.7%
CC(=O)c1cccc(NC(=O)Nc2ccc3c(c2)CCC3)c1	-3%	1.5%
COc1ccc(CNC(=O)CN2CCN(c3ccc(F)cc3)CC2)cc1	34%	-0.8%
COc1ccc(C(CNC(=O)Cc2cccs2)N(C)C)cc1 (centres undefined)	18%	-1.6%
CC(C)[C@H](NC(=O)[C@@H]1CSC2c3ccccc3C(=O)N21)C(=O)NCc1ccco1 (some centres undefined)	-3%	3.5%
CCSc1nnc2c3cc(CC)ccc3n(C)c2n1	-1%	-0.9%
COc1ccc(OC)c(CNC(=O)C2CCN(S(=O)(=O)N3CCC(C)CC3)CC2)c1	16%	-0.9%
O=C(NC1CCCCCC1)c1ccc(Cl)c(S(=O)(=O)N2CCOCC2)c1	-2%	1.1%
O=c1c2[nH]cnc2n(-c2ccc(F)cc2)c(=O)n1Cc1ccccc1	-2%	3.6%
CC(=O)Nc1ccc(N(C(=O)CNC(=O)c2cccs2)C(C(=O)NCC2CCCO2)c2ccccc2)cc1 (centres undefined)	15%	0.0%
COC(CN(C)C(=O)C1CCCN(S(=O)(=O)c2ccc3c(c2)oc(=O)n3C)C1)OC (centres undefined)	2%	-0.9%
CCOc1ccc(N2C(=O)C3C(c4ccc(OC)cc4OC)NC(CCSC)(C(=O)OC)C3C2=O)cc1 (centres undefined)	3%	0.5%
COc1cc(OC)cc(C(=O)NCC2CCCN(C(=O)c3csc(C)n3)C2)c1 (centres undefined)	10%	1.9%
CCN(CC)CCN1C(=O)C2C(C(=O)Nc3cccc(SC)c3)C3C=CC2(O3)C1C(=O)NC1CCCC(C)C1C (centres undefined)	-1%	-1.1%
CN(C)CCCNc1nc(-c2ccc(Cl)cc2)nc2ccccc12	45%	1.5%
COc1ccc(CN2C(=NC(=O)COc3ccccc3)SC3CS(=O)(=O)CC32)cc1 (centres undefined)	10%	0.8%
COc1cc(/C=C2\C(=N)N3N=C(S(C)(=O)=O)SC3=NC2=O)cc(OC)c1OCCOc1ccc(C)cc1	51%	11µM*
CN(Cc1cccc(F)c1)C(=O)c1cccc(S(=O)(=O)N2CCN(Cc3ccccc3)CC2)c1	1%	1.7%
CCc1ccc(N(C(=O)c2snc(C(N)=O)c2N)C(C(=O)NC2CCCC2)c2ccco2)cc1 (centres undefined)	7%	12%
COc1ccc(S(N)(=O)=O)cc1C(=O)NCC(C)(C)N1CCCCC1	9%	-0.1%
COc1cc(NC(=O)CSCc2ccc(Cl)cc2)c(C(=O)O)cc1OC	-3%	2.2%
CCOc1ccc(C(=O)Nc2c(C(=O)N3CCC(N4CCCCC4)CC3)oc3ccccc23)cc1	0%	-1.0%
COc1ccc(Cl)cc1C(=O)OCC(=O)NCCNC(=O)COC(=O)c1cc(Cl)ccc1OC	7%	1.4%
O=C(COc1ccc2c3c(c(=O)oc2c1)CCC3)NCC1CCC(C(=O)O)CC1 (centres undefined)	-2%	-0.7%
CCc1ccc(S(=O)(=O)NCc2cccnc2)cc1	-5%	-0.9%
COc1ccc(OC)c(NC(=O)C(=O)c2cn(CC(=O)N3CCCC3)c3ccccc23)c1	24%	-0.9%
CCOc1ccc(N2C(=O)CC(N3CCN(c4ccc([N+](=O)[O-])cc4)CC3)C2=O)cc1 (centres undefined)	2%	-0.1%
O=C(CN1CCN(c2cccc(Cl)c2)CC1)c1ccc(O)cc1O	9%	-1.5%
Cc1ccc(NC(=S)NC2CCCC2)c(C)c1	0%	2.0%
COc1ccc(-c2c(C)c3ccc(O)cc3oc2=O)cc1OC	34%	-1.2%
Cc1nc(SCC(=O)N2CCCCC2)c2c(C)c(C)sc2n1	-7%	-0.6%
Cc1ccc(CN2C(=O)CC(Nc3ccc(N4CCOCC4)cc3)C2=O)cc1 (centres undefined)	-6%	4.3%
Cc1cc(C)cc(N(C(C)C(=O)N2CCCC2)S(C)(=O)=O)c1 (centres undefined)	-8%	2.9%
COc1ccc(C(=S)N2CCN(S(=O)(=O)c3ccccc3)CC2)cc1	8%	-0.9%
Cc1cc(C)nc(SCC(=O)c2ccc(Cl)cc2)n1	-5%	0.1%
Cc1cc(SCC(=O)NC2CCCC2)nc2ccccc12	23%	1.2%
COc1cccc(CN(C)CC(=O)NCc2ccc(C)cc2)c1	21%	2.0%
O=C(NCCc1cccnc1)C1CCC(=O)N(Cc2cccc(C(F)(F)F)c2)C1 (centres undefined)	6%	-0.6%
Cn1cc(C(=O)C(=O)NC2CCCCC2)c2ccccc21	16%	0.3%
Cc1ccc(NC(=O)C2CCC(CNC(=O)[C@@H]3Cc4ccccc4CN3)CC2)c(C)c1 (some centres undefined)	8%	0.1%
COc1ccc(-c2cc(C(=O)NC3CCCCC3)no2)cc1OC	13%	1.9%
FC(F)(F)c1cccc(-c2cc(C3CCNCC3)[nH]n2)c1	14%	-2.2%
CC1COc2ccccc2N1C(=O)c1ccccc1Cl (centres undefined)	-8%	1.0%
Additional results.
SMILES	AID2073	HIV peptide binding
O=C1/C(=C\c2cccc(O)c2O)SC(=S)N1Cc1ccccc1	-14%	16%
COCCNC(=O)C(c1ccc(F)cc1)N(Cc1ccccc1)C(=O)CCC(=O)Nc1ccccn1 (centres undefined)	17%	-0.4%
COCCn1c(=NC(=O)CSCC(=O)N2CCOCC2)sc2ccccc21	-3%	0.6%
Cc1ccc(S(=O)(=O)N(CC(=O)N2CCOCC2)c2ccc(C(C)C)cc2)cc1	6%	-1.3%
Cc1ccc(S(=O)(=O)N2CCN(CCNC(=O)C(=O)NCc3ccccc3)CC2)cc1	-2%	-0.8%
CCN(CC)C(=O)c1ccc2c(=O)n(Cc3ccc4c(c3)OCO4)c(=S)[nH]c2c1	-34%	-1.9%
COCCNC(=O)CCN1N=C(c2ccccc2)CCC1=O	-8%	-0.2%
CCC(C(=O)N1CCC(C(N)=O)CC1)n1nc(C)n2c(cc3occc32)c1=O (centres undefined)	11%	-1.3%
CCc1ccc(/C(C)=N/NS(=O)(=O)c2ccc(OC)cc2)s1	-3%	0.1%
COc1nc(N(C)S(=O)(=O)c2ccc(C)cc2)nc(C)c1Br	-1%	2.0%
Cc1ccc2c(NC(=O)c3ccco3)cccc2n1	1%	0.7%
COc1ccc(C(=O)Nc2ccc(N3CCN(C(=O)c4cccs4)CC3)cc2)cc1Br	6%	0.0%
O=C(C1CCN(Cc2ccc(Cl)cc2)CC1)N1CCN(Cc2ccc3c(c2)OCO3)CC1	-4%	0.3%
C=CCN1C(=O)/C(=C/c2ccc(-c3ccc(F)cc3)o2)SC1=S	-7%	58%
N#Cc1ccccc1CSc1ncccc1C(=O)O	10%	0.9%
Cc1cc(OC(C)C(=O)N(Cc2ccco2)C2CCS(=O)(=O)C2)ccc1Cl (centres undefined)	11%	0.0%
CNC(=O)NC(=O)C(OC(=O)CCNS(=O)(=O)c1ccccc1)c1ccccc1 (centres undefined)	5%	-0.7%
O=C(Nc1cccc(OC(=O)c2ccc(Br)o2)c1)c1ccccc1	6%	1.0%
O=C(Cc1ccc(Cl)cc1)Nc1cccnc1	16%	2.3%
O=C(CN(C(=O)c1csnn1)c1cccc(C(F)(F)F)c1)NCCc1ccccc1	-3%	0.8%
COc1ccc(C(=O)Nc2c3c(nn2-c2ccc(Cl)cc2)CS(=O)(=O)C3)cc1	12%	-0.3%
COc1ccc(NC(=S)Nc2cccc3ccccc23)cc1OC	-18%	9.5%
COc1cc2c(cc1OC)C(c1cccc(Br)c1)NC(=O)C2 (centres undefined)	-5%	1.7%
Cc1nnc(SCC(=O)Nc2cc(C(N)=O)cc(C(N)=O)c2)n1-c1ccccc1	6%	-1.7%
CC(C)n1c(SCC(=O)NC2CC2)nnc1-c1ccco1	17%	-1.2%
CCN(CC)CC(O)CN(c1ccccc1)S(=O)(=O)c1ccc2ccccc2c1 (centres undefined)	16%	1.9%
Cc1cc(OCC(=O)NCc2ccccn2)c2c(C)c(Cc3ccccc3)c(=O)oc2c1	12%	1.2%
O=C(O)CSCC(=O)N1N=C2/C(=C/c3ccccc3)CCCC2C1c1ccccc1 (centres undefined)	5%	1.6%
CC(=O)c1ccc(S(=O)(=O)Nc2cccc(-n3cnnn3)c2)cc1	17%	18%
O=C(Cc1ccccc1F)Nc1nc(-c2ccc(F)cc2)cs1	9%	2.1%
O=C1C(=O)N(CCCc2ccccc2)c2ccccc21	22%	-0.7%
CC(C)Nc1nc(-c2cccnc2)nc(-c2ccccc2)c1C#N	8%	-0.9%
O=C(c1ccco1)N1CCN(C(=S)Nc2cc(F)cc(F)c2)CC1	-38%	0.2%
CC(C)C[C@@H](C(=O)NC1CC1)N1C(=O)N2CCc3c([nH]c4ccccc34)[C@@]2(C)C1=O	6%	-1.4%
C#CC(CCN1CCCCC1)(OC)c1ccccc1 (centres undefined)	4%	-1.2%
O=C(CN1C(=O)S/C(=C\c2ccc(O)c([N+](=O)[O-])c2)C1=O)Nc1ccc(N2CCOCC2)cc1	-6%	36%
CCOc1ccc(C2C(C(N)=O)=C(C)Nc3ncnn32)cc1OC (centres undefined)	8%	0.2%
CC1CCCCC12NC(=O)N(CC(=O)c1ccc(Cl)s1)C2=O (centres undefined)	6%	2.1%
C/C(=N\NC(=O)c1ccccc1F)c1ccccn1	13%	-0.1%
NC(=O)CSc1nnc(COc2cccc3ccccc23)o1	6%	2.4%
Cn1c2ccccc2c2nnc(SCCN3CCOCC3)nc21	-14%	0.5%
Cc1ccc(S(=O)(=O)/N=C(/c2ccc(F)cc2)N(C)C)cc1	6%	-0.6%
Nn1c(SCC(=O)Nc2ccc3c(c2)OCCO3)nnc(CCC(=O)O)c1=O	-7%	-0.3%
O=C(N/N=C/c1ccco1)c1ccc(NC(=O)c2ccc(Cl)cc2)cc1	23%	-1.2%
Cc1ccc(CCNC(=O)CN2C(=O)COc3ccc(S(=O)(=O)N4CCCCC4)cc32)cc1	4%	-2.5%
O=C(Nc1ccc(Oc2ccccc2)nc1)C1CCCCN1Cc1ccco1 (centres undefined)	3%	2.4%

Structural class: the entries above with a Cl atom
SMILES	AID2073	HIV peptide binding
O=C(NC1CCCCCC1)c1ccc(Cl)c(S(=O)(=O)N2CCOCC2)c1	-2%	1.1%
CN(C)CCCNc1nc(-c2ccc(Cl)cc2)nc2ccccc12	45%	1.5%
COc1cc(NC(=O)CSCc2ccc(Cl)cc2)c(C(=O)O)cc1OC	-3%	2.2%
COc1ccc(Cl)cc1C(=O)OCC(=O)NCCNC(=O)COC(=O)c1cc(Cl)ccc1OC	7%	1.4%
O=C(CN1CCN(c2cccc(Cl)c2)CC1)c1ccc(O)cc1O	9%	-1.5%
Cc1cc(C)nc(SCC(=O)c2ccc(Cl)cc2)n1	-5%	0.1%
CC1COc2ccccc2N1C(=O)c1ccccc1Cl (centres undefined)	-8%	1.0%
O=C(C1CCN(Cc2ccc(Cl)cc2)CC1)N1CCN(Cc2ccc3c(c2)OCO3)CC1	-4%	0.3%
Cc1cc(OC(C)C(=O)N(Cc2ccco2)C2CCS(=O)(=O)C2)ccc1Cl (centres undefined)	11%	0.0%
O=C(Cc1ccc(Cl)cc1)Nc1cccnc1	16%	2.3%
COc1ccc(C(=O)Nc2c3c(nn2-c2ccc(Cl)cc2)CS(=O)(=O)C3)cc1	12%	-0.3%
CC1CCCCC12NC(=O)N(CC(=O)c1ccc(Cl)s1)C2=O (centres undefined)	6%	2.1%
O=C(N/N=C/c1ccco1)c1ccc(NC(=O)c2ccc(Cl)cc2)cc1	23%	-1.2%
